From PubChem BioAssay
All columns: NCI-60 one-dose screen, growth in % after 48 h at 10 µM unless noted; 100 = growth as untreated, 0 = no growth, -100 = all killed.
MDA-MB-231 = MDA-MB-231 breast cancer; AID 1794789; hit rate 5% among 81,000
MDA-MB-468 = MDA-MB-468 breast cancer; hit rate 8.5% among 78,000; AID 2202374
MDA-MB-435 = MDA-MB-435 melanoma. hit rate 7.8% among 82,000. AID 1794794
BT-549 = BT-549 breast cancer | hit rate 4.4% among 78,000
MOLT-4 = MOLT-4 leukemia cells; hit rate 6.9% among 80,000; AID 1794779
SR = SR leukemia cells | hit rate 8.7% among 73,000 | AID 1794780
K-562 = K-562 leukemia; hit rate 7.4% among 78,000; AID 1794777
MCF7 = MCF7 breast cancer | hit rate 6.3% among 82,000 | AID 1794796
* = called active by the depositor; . = no result given; & = joins results of further samples; ! = repeats disagree. How the source made its calls: active means growth percent below 10; inactive means the rest. These rows are one share of the data. The share of hits here may be higher or lower than overall.

SMILES	MDA-MB-231	MDA-MB-468	MDA-MB-435	BT-549	MOLT-4	SR	K-562	MCF7
N#CCc1ccc(N)cc1	102	113	110	94	108	94	100	100
ClC(CN(Cc1ccccc1)Cc1ccccc1)c1ccccc1 (configuration not stated)	92	106	98	107	76	84	91	99
C[N+](C)(C)Cc1ccc(Cl)cc1	102	90	110	111	105	106	103	101
C1CCC2CNCCC2C1 (configuration not stated)	90	114	103	102	82	101	95	112
CCCCCCCOC(C(=O)OCCN(CC)CC)(c1ccccc1)c1ccccc1	82	80	98	88	70	.	57	115
CNC(Cc1ccc(OC)cc1)c1ccc(OC)cc1 (configuration not stated)	86	96	98	93	108	115	114	91
Nc1c([N+](=O)[O-])cccc1[N+](=O)[O-]	121	104	100	95	107	110	101	94
O=C(Nc1ccc(Br)cc1)c1cc(Br)cc(Br)c1O	-22*	-23*	1.2*	-28*	62	.	97	8.1*
O=S1(=O)NCCCN1O	106	82	121	.	95	48	100	98
O=NNc1cccnc1	84	122	99	86	98	100	112	96
CCCC(C)COC(=O)Cc1ccccc1 (configuration not stated)	120	117	107	108	103	98	109	93
O=c1n(Cl)c(=O)n(Cl)c(=O)n1Cl	120&91	99&106	106&97	109&106	103&98	102&100	100	97&101
CNC(=O)C(Cl)Cl	.	92	101	91	114	111	111	94
CCCCOC(C(=O)OCCN(C)C)(c1ccccc1)c1ccccc1	99	106	106	95	93	.	101	97
C#C[C@@H]1CC2C3CCC4=C[C@@H](OC(C)=O)CCC4C3CC[C@]2(C)[C@H]1OC(C)=O (some centres not stated)	91	49	91	98	.	.	.	96
CC(C)C[C@H](NC(=O)CNC(=O)C[C@H]1O[C@@H]2OC3(C)CC[C@H]4[C@H](C)CC[C@@H]([C@H]1C)[C@@]24OO3)B(O)O	-68*	-61*	-61*	-83*	1.8*	29	4.0*	19
c1ccc(CCNCc2ccccc2)cc1	105	120	105	119	105	104	98	88
CN1C(=O)CCS(=O)(=O)C1c1ccc(Cl)cc1 (configuration not stated)	110	105	106	102	95	87	.	102
COC[C@H]1OC(=O)c2coc3c2[C@@]1(C)C1=C(C3=O)[C@@H]2CCC(=O)[C@@]2(C)C[C@H]1OC(C)=O	68	.	60	26	42	12	71	21
CCC(CC)(c1ccccc1)C(OC(N)=O)c1ccccc1 (configuration not stated)	95	76	51	110	80	73	66	82
CCCC(C)C1(CC)C(=O)NC(=O)N(C)C1=O (configuration not stated)	107	94	98	105	101	95	102	103
NC(Cc1ccccc1)Cc1ccccc1	104	68	95	87	100	44	78	88
Nc1ccc(C(=O)Oc2ccc(CCN3CCCCC3)cc2)cc1	101	101	116	95	84	93	83	93
C=CC[Se]C(=O)c1ccccc1OC(C)=O	-25*	-17*	29	29	15	6.1*	47	-5.5*
CCOC(=O)[C@@H](C)C[C@H](Cc1ccccc1)NC(=O)c1csc([C@@H](C[C@H](C(C)C)N(C)C(=O)[C@H](CCC(C)C)NC(=O)[C@H]2CCCCN2C)OC(C)=O)n1	1.7*	5.7*	-1.8*	-25*	10	4.3*	7.9*	.
(continued)
SMILES	MDA-MB-231	MDA-MB-468	MDA-MB-435	BT-549	MOLT-4	SR	K-562	MCF7
C=CCC1(CCCCC)C(=O)NC(=S)NC1=O	109	92	108	98	99	98	92	106
CC1=CC(=Nc2ccc(N(CCCl)CCCl)cc2)C=C(C)C1=O	41	-66*	35	53	-21*	-2.3*	17	.
CC(=O)C1=CC[C@@]2(C)[C@@H](CC[C@@H]3[C@@H]2CC[C@]2(C)[C@@H](O)CC[C@@H]32)C1	117	82	99	115	76	70	79	117
O=C(Cc1ccccc1)NC(O)C(Cl)(Cl)Cl (configuration not stated)	106	104	109	97	96	101	98	93
CC(=O)C1CCC2C3CCC4CC(O)CCC4(C)C3CCC12C#N (configuration not stated)	107	111	105	105	97	100	96	98
COc1ccc(/C=C\[N+](=O)[O-])cc1OC	69&91	12&54	31&12	70&92	65&86	-16*!	28&70	16&13
C/C(=N\O)C(=O)c1ccccc1	101	109	113	.	88	93	101	97
O=CN1N=C(c2ccc(Cl)cc2)CC1c1sc(N(CCCl)CCCl)nc1Cl (configuration not stated)	86	89	101	92	86	91	79	85
O=C(C(=O)N1CCOCC1)c1cn(Cc2ccc(Cn3cc(C(=O)C(=O)N4CCOCC4)c4ccccc43)cc2)c2ccccc12	72	77	89	84	67	60	85	77
CC1=C(CCC=NNC(N)=O)C2=C(C)C3(CC3)[C@@](C)(O)C(=O)C2=C1	-60*	-66*	-96*	-34*	47	30	55	-75*
C=CCOC(=O)CC(C(=O)OCC=C)N1CC1 (configuration not stated)	109	126	109	93	94	90	103	106
CNC(Cc1ccc(OC)cc1)c1ccccc1 (configuration not stated)	116	78	101	101	97	111	103	93
C[C@H]1CC[C@H]2NCCN[C@H]2C1	98	101	99	95	108	.	105	90
Cc1cc(C)c(C[N+](C)(C)C)c(C)c1	104	66	98	103	84	80	80	90
c1csc(CC2=NCCN2)c1	102	100	107	120	108	101	89	96
CN(C)P(=O)(OCCOc1ccc(Cl)cc1Cl)N(C)C	106	97	109	106	106	136	116	95
O=P(OC1=CCCCC1)(c1ccccc1)c1ccccc1	107	84&109	93&107	90&109	100&101	.	102&101	95&106
CCOC(=O)C1(C)OC1c1ccc(C)cc1 (configuration not stated)	107	107	98	81	88	94	98	94
NC(Cc1ccc(O)cc1)C(=O)N/N=C/c1ccc(N(CCCl)CCCl)cc1 (configuration not stated)	74	20	85	73	30	18	41	55
COC(=O)[C@@H](C)C[C@H](Cc1ccccc1)NC(=O)c1csc([C@@H](C[C@H](C(C)C)N(C)C(=O)[C@@H](NC(=O)[C@H]2CCCCN2C)C2CCCCC2)OC(C)=O)n1	-3.5*	-8.5*	-48*	-12*	3.2*	4.8*	-0.6*	18
CNCCc1cc(OC)c(OC)c(OC)c1	101	100	109	93	96	101	111	96
CCOC(=O)CCOc1cccc(N(CCCl)CCCl)c1	104	95	104	101	77	63	102	77
CCCCNC(C)(C)C(O)c1ccccc1 (configuration not stated)	97	94	103	100	82	100	101	99
C[C@]12CCC(=O)C=C1CC[C@@H]1[C@@H]2CC[C@]2(C)C(=O)CC[C@@H]12	104	89	106	92	104	100	95	113
CCN(CC)CC(=O)c1ccc(O)c(O)c1	90	99	108	108	112	115	97	99
More compounds
SMILES	MDA-MB-231	MDA-MB-468	MDA-MB-435	BT-549	MOLT-4	SR	K-562	MCF7
Cn1c(O)c(C=N)c(=O)n(C)c1=O	99	107	103	102	82	79	106	89
CC(=O)C1C(N2CC2)CC2C3CCC4=CC(=O)CCC4(C)C3CCC21C (configuration not stated)	95	90	108	102	95	107	102	84
O=C(Oc1c(Cl)cc(Cl)cc1[N+](=O)[O-])C(Cl)(Cl)Cl	113	96	100	110	97	101	95	109
O=C(c1ccccc1)C1CCCC1	120	114	133	.	92	94	98	.
CC(C)(NC(=O)O[C@@H]1CN2CCC1CC2)c1csc(-c2ccc(F)cc2)n1	102	85	99	101	91	.	94	90
CCOP(=O)(OCC)C(=O)N(CC)CC	100	90	98	95	114	91	121	95
O=C1C=CC(=O)C2C1C1(Cl)C(Cl)=C(Cl)C2(Cl)C1(Cl)Cl (configuration not stated)	45	5.2*	3.1*	36	60	36	29	47
[Au+].[N-]=C=O.c1ccc(CN2[CH-]N(Cc3ccccc3)C(c3ccccc3)=C2c2ccccc2)cc1	86	73	101	90	76	.	21	46
COc1cc2c(cc1OC)-c1c3c(cc4c1[C@@H](C2)N(C)CC4)OCO3	55	.	52	56	12	17	13	23
CCCCn1c(=O)c(C(=O)NCc2ccccc2Cl)c(O)c2ccccc21	89	71	98	48	58	60	42	64
O=C1NC(=O)C(=Cc2cn(C[C@H](O)Cn3c4ccccc4c(=O)c4ccccc43)c3ccccc23)C(=O)N1	71	93	113	110	94	84	101	90
CCOC(=S)SSC(Cl)(Cl)Cl	121	99	109	103	101	99	102	98
O=C(c1ccc[nH]1)C(Cl)(Cl)Cl	123	91	108	103	96	100	103	96
O=C(/C=C/c1ccc(F)cc1)c1nc2ccccc2n1Cc1ccc(Br)cc1	.	-91*	-74*	-78*	-13*	-20*	-13*	-27*
COC(=O)/C(=C\c1ccco1)P(=O)(OC)OC	104	97	101	101	108	102	97	91
NC(Cc1ccccc1Cl)c1nn[nH]n1 (configuration not stated)	105	105	102	101	100	91	102	96
Cc1ccccc1COC12CCCC(C1)C(C)(C)OO2 (configuration not stated)	98	104	104	110	101	101	.	97
CCN(CC)CCN(C)C(=O)C(O)(c1ccccc1)c1ccccc1	113	89	95	123	101	101	100	107
O=S(=O)(CCl)C(Cl)(Cl)Cl	138	101	108	114	94	91	108	94
OCCCNP(=S)(N1CC1)N1CC1	141	116	90	104	81	73	101	94
CCN1CC2(COC)C(O)CC(OC)C34C5CC6(O)C(O)C5C(O)(C(O)C6OC)C(C(OC)C23)C14 (configuration not stated)	103	102	106	116	101	101	106	104
CCN(CC)CCc1ccc([N+](=O)[O-])cc1	90	104	102	106	101	84	95	96
CCOC(=O)CCN(C)C1=Nc2ccc(Cl)cc2C(c2ccccc2)=[N+]([O-])C1	98	94	115	89	94	86	97	97
CC(C)(C)c1ccc(CC#N)cc1	112	110	105	101	94	66	102	100
O=[N+]([O-])c1cc([N+](=O)[O-])c(Cl)c(Cl)c1Cl	22	-57*	19	50	2.1*	-5.0*	13	2.2*
O=C(O)Cc1cccc(Cl)c1	104	96	94	93	115	90	103	96
CC12CCC3C(C=CC4=C(N)C(=O)CCC43C)C1CCC2=O (configuration not stated)	101	.	113	83	57	-18*	-27*	-16*
CC(C)=CC(=O)CC(C)(C)N1CC1	117	106	103	113	115	114	119	98
O=C(N/N=C\c1ccc(N(CCCl)CCCl)cc1)c1ccccn1	86	83	93	100	60	44	64	70
CCC1CN1P(=O)(C(C)CC)N1CC1CC (configuration not stated)	106	101	110	93	103	112	103	90
